Screens as filed in PubChem BioAssay.
hgDAF-12 ag: activates the H. glycines DAF-12 receptor ligand-binding domain | HEK293 GAL4-hgDAF12 UAS-luciferase reporter, agonist luminescence; normalized to butyrate control | activation, % at 6.8 µM | 370,000 tested, 1.8% active | AID 687014;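 active means activation above a cutoff set at the mean of all screened compounds plus 3 SD, cut at about 10% in these data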;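 further: 0% = DMSO wells and 100% = sodium butyrate wells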
GAA850 FXN act: increases GAA850 frataxin promoter reporter activity. AID 540364. activation, % at 6 µM. 360,000 tested, 0.56% active. HEK293 lucGAA850 FXN promoter luciferase reporter, 24 h; percent of 10 µM SAHA response;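 active means activation above the average of all compounds screened plus 3 SD, cutoff fixed separately per campaign, cut at about 7.5% in these data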;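 further: 0% = DMSO wells and 100% = 10 µM SAHA wells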
DAX1 inh-1: blocks DAX1 repression of SF-1 activated StAR promoter; inhibition, % at 6.8 µM; 370,000 tested, 1.1% active; AID 652010; HEK293T StAR-luciferase reporter, SF-1/DAX-1 repression relief;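 active means inhibition above the mean over all tested compounds plus 3 SD, cut at about 3.6% in these data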;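 further: 0% = DAX-1 cells with DMSO and 100% = cells lacking DAX-1 with DMSO; higher inhibition means more luminescence from relief of DAX-1 repression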
HGIII-sPLA2 inh: Blocks human group III sPLA2 activity. Q9NZ20. QFRET BODIPY PC-A2 liposome hydrolysis, fluorescence. inhibition, % at 12.2 µM. 370,000 tested, 0.56% active. AID 743126;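 active means inhibition above mean plus 3 SD of compounds lying within the high and low control bounds, cut at about 19% in these data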;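 further: 0% = median of test compound wells and 100% = no enzyme DMSO wells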
ADAM17 inh: inhibitors of human ADAM17; 370,000 tested, 0.83% active; inhibition, % at 6.95 µM; recombinant ADAM17, EDANS/DABCYL FRET peptide cleavage; P78536;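 active means inhibition above the mean of compounds lying between control limits plus 3 SD, set per campaign, cut at about 8.5% in these data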;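 further: 0% = DMSO-only wells as the low control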
hcDAF12 agonist: activators of H. contortus DAF-12 nuclear receptor | AID 652067 | 370,000 tested, 1.4% active | HEK293 hcDAF-12 lit1-tk-luc reporter, luminescence; 0% DMSO, 100% Δ7-dafachronic acid | activation, % at 6.8 µM;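 active means activation above the mean of all tested compounds plus 3 SD, cut at about 5.5% in these data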;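 further: 100% = response to 3 µM Δ7-dafachronic acid high control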
PLC-beta3 inh: inhibitors of human phospholipase C beta3; Q01970; Purified PLC-beta3, fluorogenic substrate, fluorescence; inhibition, % at 12.2 µM; 370,000 tested, 0.18% active; AID 720704; in the data active means inhibition above about 11%;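 further: 0% = median of compound wells on plate and 100% = full blocker control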
ADAM10 inh: ADAM10 inhibition, QFRET primary screen | 370,000 tested, 0.62% active | AID 720582 | inhibition, % at 7 µM | O14672 | recombinant ADAM10, EDANS/DABCYL FRET peptide cleavage, 3 h;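 active means inhibition above a per-campaign cutoff equal to the mean of compounds falling between control-based bounds plus 3 SD, cut at about 20% in these data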;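 further: 0% = DMSO wells while the 100% control is not disclosed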
Target sequence (O14672 214-748 limits assumed): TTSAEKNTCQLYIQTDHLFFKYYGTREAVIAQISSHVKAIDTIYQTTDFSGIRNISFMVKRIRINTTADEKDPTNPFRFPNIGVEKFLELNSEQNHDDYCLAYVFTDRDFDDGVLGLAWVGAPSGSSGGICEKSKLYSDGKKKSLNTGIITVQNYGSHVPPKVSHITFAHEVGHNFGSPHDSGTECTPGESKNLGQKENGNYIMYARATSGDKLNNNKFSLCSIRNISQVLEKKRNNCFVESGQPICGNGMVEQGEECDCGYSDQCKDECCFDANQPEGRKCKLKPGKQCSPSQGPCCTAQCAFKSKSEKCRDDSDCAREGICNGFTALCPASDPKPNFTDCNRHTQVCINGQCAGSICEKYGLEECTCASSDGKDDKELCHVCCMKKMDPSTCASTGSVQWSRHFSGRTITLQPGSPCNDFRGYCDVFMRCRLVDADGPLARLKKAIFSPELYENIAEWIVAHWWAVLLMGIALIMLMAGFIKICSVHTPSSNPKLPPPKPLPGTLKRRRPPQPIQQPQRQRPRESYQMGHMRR
ssDAF12 agonist: activates DAF-12 receptor from parasite S. stercoralis. HEK293 ssDAF-12/GRIP1 lit1-tk-luc reporter, luminescence; % of 3 µM dafachronic acid response. activation, % at 6.8 µM. 370,000 tested, 1% active. AID 652126;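 active means activation above the mean over all tested compounds plus 3 SD, cut at about 0.9% in these data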;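 further: 0% = DMSO-only wells and 100% = 3 µM delta7-dafachronic acid wells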
PLCg1 inh: blocks human PLC-gamma1 enzyme activity; P19174; purified PLC-gamma1, fluorogenic substrate, fluorescence; AID 720700; inhibition, % at 12.2 µM; 370,000 tested, 0.84% active; in the data active means inhibition above about 9.5%
DAX1 inh-2: inhibitors of human orphan nuclear receptor DAX1 (NR0B1); P51843; HEK293 Gal4-DAX1 luciferase reporter, luminescence; inhibition, % at 6.75 µM; 340,000 tested, 0.99% active; AID 504766;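 active means inhibition above the mean over all tested compounds plus 3 SD, cut at about 4.2% in these data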;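 further: 0% = DAX1-transfected cells with DMSO and 100% = empty-vector control cells with DMSO; inhibition shows as a rise in luminescence from relieved DAX1 repression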
Target sequence (P51843 207-470 limits assumed): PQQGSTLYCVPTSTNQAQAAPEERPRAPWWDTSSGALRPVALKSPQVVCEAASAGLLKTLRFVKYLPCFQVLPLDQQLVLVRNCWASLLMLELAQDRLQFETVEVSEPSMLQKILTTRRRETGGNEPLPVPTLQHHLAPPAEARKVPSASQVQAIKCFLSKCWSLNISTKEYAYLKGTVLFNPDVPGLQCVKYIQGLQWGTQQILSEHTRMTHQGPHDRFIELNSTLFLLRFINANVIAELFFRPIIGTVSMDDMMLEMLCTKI
* hit, by the source's call; / = no result given. Compounds as they come (roughly 6.9% active in at least one column).

SMILES	hgDAF-12 ag	GAA850 FXN act	DAX1 inh-1	HGIII-sPLA2 inh	ADAM17 inh	hcDAF12 agonist	PLC-beta3 inh	ADAM10 inh	ssDAF12 agonist	PLCg1 inh	DAX1 inh-2
COc1cccc(NC(=O)CN(C)C(=O)Cn2cnc3ccccc3c2=O)c1	-0.6	0.4	-0.8	1	-7	-1.0	-10	-13	-0.9	1	1.2
O=C(CC1CCCCC1)NCC1CCCO1 (stereo not given)	1.1	-0.5	-0.2	2	0	-1.2	2	6	-1.2	2	0.5
CCC(C)(C(=O)NC1CCCC1)N(Cc1ccco1)C(=O)Cc1cccs1 (stereo not given)	2.1	4.0	-1.4	-5	1	-1.9	0	8	-1.9	0	0.3
Cc1ccc(/C=C/C(=O)C2C(=O)c3ccccc3C2=O)cc1	7.8	3.1	2.3	-5	-4	8.7*	-11	0	0.0	-14	-1.6
COc1ccc(CCNCc2ccc(OCc3ccc(Cl)nc3)c(OC)c2)cc1OC	2.4	-3.7	-0.3	-5	0	-2.2	2	10	-1.4	3	-1.9
O=C(CCc1ccccc1)N1CCN(Cc2ccc(F)cc2Cl)CC1	-0.1	0.2	-0.2	-6	-2	-2.7	-6	-5	-1.4	-1	-0.1
COc1ccc(N2C(=O)c3ccccc3NC23C(=O)N(C)c2ccccc23)cc1 (stereo not given)	2.5	0.2	0.9	-2	-8	2.0	-2	-4	-0.5	-3	0.6
COC(=O)[C@]12C[C@H](CC(=O)NCc3cccc(C(F)(F)F)c3)C(=O)N(Cc3ccco3)C1=C[C@H](C1CCCC1)O[C@@H]2C	-2.6	/	-1.6	-17	9.0*	-2.5	0	21*	0.0	2	/
Cc1ccc(S(=O)(=O)N2CCCC2C(=O)OCc2nc3sc(C)c(C)c3c(=O)[nH]2)cc1 (stereo not given)	0.0	1.7	0.7	-13	5	-0.6	-3	4	-1.6	1	-0.4
Cc1cc(C)n2nc(S(=O)(=O)N(C)Cc3ccccc3)nc2n1	-0.6	-2.0	-0.1	4	1	-1.1	3	-6	-1.6	3	2.2
CSc1ccc(S(=O)(=O)NC2CCCCC2)cc1	-1.0	-0.2	-0.3	-7	6	-0.2	4	3	-1.2	4	0.1
O=S(=O)(c1ccc(Br)cc1)c1nc(-c2ccccc2)oc1NCCN1CCOCC1	0.2	0.1	1.3	4	-3	-1.1	-7	1	-0.8	-5	0.7
COC(=O)c1c(C)oc(C)c1S(=O)(=O)NCc1ccc(Cl)cc1	1.0	0.4	-0.1	-1	-2	-0.5	-4	2	-1.6	5	0.3
C/C=C/c1ccc(OCCOc2ccc(C=O)cc2OC)c(OC)c1	1.1	3.9	-0.7	-17	4	-3.1	0	5	-0.7	1	-1.3
O=C(Cn1cnc2ccccc21)c1ccccc1	-1.4	0.2	0.1	-33	0	-1.6	-4	-3	-1.0	-2	-0.7
CC(C)Cn1c2c(c(O)c(C(=O)Nc3nc4ccccc4s3)c1=O)CCCC2	1.1	0.4	-0.2	-4	-4	-0.8	2	0	-0.4	-1	-0.2
O=C(CSc1nnnn1-c1ccc(O)cc1)NC1CCCCC1	-0.1	2.2	-0.2	-14	-1	0.6	-6	3	-1.1	1	-0.7
COc1ccc(CC(=O)N2N=C(c3ccncc3)CC2(O)C(F)(F)F)cc1 (stereo not given)	-1.4	-3.9	-2.1	3	-5	-1.8	1	0	-1.3	0	-2.3
O=C(Oc1coc(CSc2ncccn2)cc1=O)c1ccco1	-2.4	-1.1	-0.1	11	0	-1.3	-3	-1	-0.7	1	0.0
CCCCNC(=O)N(C)c1nc2ccccc2s1	8.6	3.8	3.5	-2	-5	5.8*	-3	-1	-0.7	0	-0.4
Cc1cc(C)c2nc(N(CCCN(C)C)C(=O)c3ccc(S(=O)(=O)N4CC(C)OC(C)C4)cc3)sc2c1 (stereo not given)	-0.1	0.2	1.6	-13	-3	-1.2	-6	-8	-1.0	1	1.1
CC(c1n[nH]c(=S)n1-c1ccc(Cl)cc1)N(C)C (stereo not given)	0.1	-1.4	-0.3	5	1	-1.9	4	-5	-1.0	1	-0.6
Cc1cc(N2C(=O)c3ccc(C(=O)Nc4ccc(O)cc4C(=O)O)cc3C2=O)no1	3.2	1.6	-0.8	3	-4	-1.2	-20	-9	-0.2	-4	0.6
c1ccc(-c2cc3c(N4CCN(c5ccccc5)CC4)ncnc3s2)cc1	5.3	3.4	0.2	-1	-8	0.3	-54	-20	-0.2	-53	0.2
CCOC(=O)N1CCN(CC(=O)Nc2c(C(=O)OC)[nH]c3cc(C)ccc23)CC1	0.1	-0.3	0.3	-4	-5	1.6	-14	-21	-0.7	-9	-1.2
CC(C)=CCCC(C)CN1CCC(N2CCC(C(=O)N3CCCC3)CC2)CC1 (stereo not given)	-0.1	3.1	-0.8	-4	-5	-1.2	-13	-3	-2.2	-4	-1.9
CCOCCn1c(=O)c2c(nc3n2CC(C)CN3CCc2ccccc2)n(C)c1=O (stereo not given)	-0.3	2.6	-0.4	11	-3	-2.3	-2	7	-1.3	4	0.3
COc1ccc(CC(=O)OC(C)CN2CCCC2)cc1 (stereo not given)	0.6	1.2	-0.6	10	-7	-1.6	2	-2	-1.3	-2	0.7
Cc1ccccc1C(=O)NC(=S)Nc1sc2c(c1C#N)CCC(C)C2 (stereo not given)	-0.4	2.4	-0.3	3	-5	-0.2	0	-4	-0.6	1	1.0
Cc1cc(C(=O)COC(=O)c2nn(C)c(=O)c3ccccc23)c(C)n1C	0.4	3.0	-0.1	2	-2	-0.9	-1	-8	-0.8	0	-0.4
CCc1nc2ccccc2n1CC(=O)NC1CCS(=O)(=O)C1 (stereo not given)	2.5	-2.0	0.0	0	0	0.2	1	-7	-0.3	1	2.0
CN(CCCNC(=O)C1CCC(CNS(=O)(=O)c2ccccc2)CC1)Cc1ccccc1 (stereo not given)	-1.0	-0.1	0.2	-10	-2	-1.6	-3	5	-1.4	3	0.3
C#CCOCCOCCOCCNc1nc(N2CCN(C(=O)Cn3cc(CCO)nn3)CC2)nc(N2CCN(C(=O)[C@H]([C@@H](C)CC)n3cc(CCCCN)nn3)CC2)n1	-0.4	0.9	0.4	-1	-3	0.0	3	2	-0.9	-1	0.1
Cc1cc(C(F)F)n2ncc(C(=O)NCCc3ccc(Cl)cc3)c2n1	4.2	2.9	-0.3	-3	-8	-2.2	-51	-11	-1.5	-39	-0.9
Cc1cc(C)c(NS(=O)(=O)c2ccc3c(c2)NC(=O)CCS3)c(C)c1	-2.6	2.1	-3.4	-12	-1	-1.2	-1	1	-1.2	2	1.1
Cc1ccccc1OCCC(=O)Nc1ccc(Cl)cc1F	0.6	2.0	-0.8	3	-2	-1.9	2	1	-1.4	3	-1.0
CCc1nn(C(CC)C(=O)NCc2cccc(OC)c2OC)c(=O)c2cc3occc3n12 (stereo not given)	-2.7	-2.4	-2.7	-7	-5	-2.9	-15	-2	-1.5	-3	-0.1
COc1ccc(Nc2cnn(-c3nc4ccccc4s3)c(=O)c2Cl)cc1	2.5	20*	-0.5	1	-2	-0.3	-4	-6	-0.4	-6	0.5
Cc1c(NC(=O)Nc2ccccc2C(F)(F)F)c(=O)n(-c2ccccc2)n1C	3.2	-0.8	-0.4	8	-4	0.2	-5	2	-0.7	2	-0.1
COc1ccc(-c2nc(-c3ccc4c(c3)OCO4)[nH]c2-c2ccc(OC)cc2)cc1	-1.0	-4.6	-0.8	5	-166	-1.5	-216	-308	-2.1	-207	-0.6
O=C(Nc1ccccc1C(F)(F)F)c1cc(-c2cccc(O)c2)on1	3.5	4.4	1.1	-22	-5	-0.5	-1	-3	-0.8	-2	0.5
Cc1c(C(=O)Nc2ccc3c(c2)CCC3)cccc1[N+](=O)[O-]	9.2	5.6	1.8	4	0	3.0	-3	-3	-0.1	3	0.7
CCOc1ccc2nc(C(=O)N3CCCC(C)C3)sc2c1 (stereo not given)	18*	6.1	4.1*	-1	0	8.0*	0	-2	0.3	-7	2.1
COCCNC(=O)/C(C#N)=C\c1ccc(CNS(=O)(=O)c2ccc(C)cc2)o1	-1.8	1.2	0.2	1	2	-0.5	-1	-2	-1.1	-2	2.5
COc1ccc(N2CCN(C(=O)c3ccc(CS(=O)(=O)c4ccc(OC)cc4)o3)CC2)cc1	-2.9	-0.9	0.1	1	-3	-2.3	6	8	-1.4	1	3.7

Taken from above:
Result for `Cc1ccccc1OCCC(=O)Nc1ccc(Cl)cc1F` in PLC-beta3 inh: 2
Result for `CCOc1ccc2nc(C(=O)N3CCCC(C)C3)sc2c1` (stereo not given) in ADAM17 inh: 0

(continued)
SMILES	hgDAF-12 ag	GAA850 FXN act	DAX1 inh-1	HGIII-sPLA2 inh	ADAM17 inh	hcDAF12 agonist	PLC-beta3 inh	ADAM10 inh	ssDAF12 agonist	PLCg1 inh	DAX1 inh-2
CCOc1ccccc1NC(=O)C1CCCN(C(=O)Nc2ccccc2)C1 (stereo not given)	2.5	0.0	-0.8	4	-7	-1.7	-2	0	-1.0	3	0.3
CC(C)(C)OC(=O)C[C@@H]1C/C=C\C[C@H](CC(=O)NCCO)C(=O)N[C@@H](Cc2ccccc2)COC1=O	0.4	0.1	0.1	5	-1	-0.2	2	-2	-1.2	0	1.1
COc1ccc2c(Cl)c(C(=O)NCCc3ccc(S(N)(=O)=O)cc3)sc2c1	-1.4	1.3	0.0	-2	0	-1.9	2	-6	-1.7	0	0.1
N#C/C(=C\c1ccncc1)c1nc2ccccc2[nH]1	4.2	8.8*	0.1	2	-29	0.2	-154	-88	-0.9	-123	/
CCOC(=O)c1nn(-c2ccccc2F)c2nc(Nc3ccccc3)cc(=O)n12	-2.7	1.3	-0.6	-5	1	-1.0	-2	1	-1.1	-4	0.4
COc1ccc(-c2noc(N3CCC(C(=O)Nc4ccc(OC)cc4OC)CC3)n2)cc1	-1.9	-3.9	-0.7	14	-6	0.6	0	-3	-1.1	2	0.1
O=C(CCCCCNC(=O)N1CCn2c1nc1ccccc12)NCCc1ccccc1	2.2	1.6	-0.4	-1	-6	-0.9	-6	-7	-1.0	0	1.3
O=C(COc1cccc(F)c1)NNC(=O)Cc1ccc(Br)cc1	-1.4	0.9	0.9	-7	-1	-0.7	-8	-12	-0.9	-4	-1.1
CCOC(=O)c1c(C)[nH]c(NC(=O)Nc2c(C)n(C)n(-c3ccccc3)c2=O)c1C	-1.3	3.2	0.2	0	-6	1.3	-31	-5	-1.0	-28	1.4
CCc1ccccc1NC(=S)/N=C(\N)Nc1nc(C)c2cc(C)ccc2n1	0.1	0.0	0.5	-3	-10	-1.9	-13	-29	-0.7	-15	-0.2
COCCN1C(=S)NC(c2cccc(C(F)(F)F)c2)C(C(=O)N2CCOCC2)=C1C (stereo not given)	0.2	-1.0	0.5	6	-7	3.5	-6	-13	-1.8	1	0.9
